Source: PubChem
OX1R antag-1: antagonists of human orexin 1 receptor; O43613; CHO/OX1R cells, Fluo-8 calcium fluorescence, orexin A; inhibition, % at 5 µM; hit rate 0.43% among 330,000; AID 434989;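 active = inhibition above its plate's threshold, mean inhibition of all tested compounds on the plate plus 3 SD, cut at about 37% in these data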;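 also: 0% = orexin A challenge wells and 100% = SB-334867-A antagonist wells; not every result past the cut was called active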
Target sequence (O43613 whole entry, looked up): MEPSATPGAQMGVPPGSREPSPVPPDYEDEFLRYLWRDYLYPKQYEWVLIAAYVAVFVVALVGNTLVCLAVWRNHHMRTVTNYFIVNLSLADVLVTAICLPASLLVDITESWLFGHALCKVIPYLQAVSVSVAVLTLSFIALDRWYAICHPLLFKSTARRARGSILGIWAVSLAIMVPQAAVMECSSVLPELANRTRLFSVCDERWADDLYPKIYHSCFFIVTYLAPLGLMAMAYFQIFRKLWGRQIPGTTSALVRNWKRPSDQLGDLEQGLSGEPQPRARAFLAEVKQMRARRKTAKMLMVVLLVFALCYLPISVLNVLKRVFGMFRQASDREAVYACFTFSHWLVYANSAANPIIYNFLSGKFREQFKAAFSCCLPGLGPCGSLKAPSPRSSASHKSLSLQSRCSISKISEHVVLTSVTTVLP
OX1R antag-2: blocks the human orexin 1 receptor. OX1R-expressing cells, FRET antagonist read-out. hit rate 1.8% among 330,000. AID 485270. inhibition, % at 6.6 µM. O43613; in the data active = inhibition mostly above about 38%, no sharp cut-off; inactive = mostly below about 40%;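 also: 0% = agonist challenge alone and 100% = reference antagonist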
* hit, by the source's call.

OX1R antag-1	OX1R antag-2	structure
-14	7	CC(C)CN(CC(C)C)S(=O)(=O)N1CCC(C(=O)NCCc2ccc(Cl)cc2)CC1
-16	19	CCOC(=O)c1sc2nc(C)nc(Nc3ccc(OC)c(OC)c3)c2c1C
-19	14	CC1Oc2cc3oc4c(O)c5c(cc4c(=O)c3c(O)c2C1(C)C)C=CC(C)(C)O5 (configuration not stated)
-24	18	CCN(Cc1ccccc1)C(=O)c1ccc2c(=O)n3c(nc2c1)CCC3
-21	20	CCCCc1nnc(NC(=O)c2oc3ccc(OC)cc3c2C)s1
0	6	O=C(Cn1cc(S(=O)(=O)N2CCCC2)c(S(=O)(=O)N2CCCC2)c1)NCc1ccco1
-26	6	O=C(CCC(=O)N1CCN(c2ccc(F)cc2)CC1)c1ccc(F)cc1
7	8	Cc1ccccc1-n1nnnc1SCC(=O)NNC(=O)c1ccc(NC(=O)CC#N)cc1
-19	7	Cc1ccc(C(=O)Nc2nncs2)cc1S(=O)(=O)N1CCOCC1
-16	8	CCn1cc(CN2CCCC(C(=O)c3ccc(-c4ccccc4)c(F)c3)C2)cn1 (configuration not stated)
-13	-1	Nc1nc(SCc2ccc3c(c2)OCCO3)n[nH]1
-17	12	COc1ccc(C)cc1N(C(=O)Cn1nnc(-c2ccc(C)o2)n1)C(C(=O)NC1CCCC1)c1ccncc1 (configuration not stated)
-5	4	O=C(NCCCn1ccnc1)c1ccc(Cl)c(Cl)c1
5	4	CC(SCCc1ccccn1)C(=O)O (configuration not stated)
-20	9	CCOc1ccc(N2C(=O)CC(Sc3nccc(C)n3)C2=O)cc1 (configuration not stated)
2	16	Cn1nccc1NC(=O)Nc1cccc(Cl)c1Cl
-12	-6	CC[C@@]1(C(=O)OC)N[C@H](CN(C)C(=O)C2CCCCC2)[C@@H]2C(=O)N(C)C(=O)[C@@H]21
-17	18	COc1ccc(CCNC(=O)CSc2nc(-c3ccco3)cc(C(F)(F)F)n2)cc1OC
-18	15	Cc1cccc2c1ncc1c(=O)n(-c3ccccc3)[nH]c12
-28	22	COc1ccc(CN(C)Cc2nc3scc(-c4ccccc4)c3c(=O)[nH]2)cc1OC
-9	25	O=[N+]([O-])c1ccc2nc(-c3ccccc3[N+](=O)[O-])[nH]c2c1
-11	62	C=CCc1c(C)nc(C)nc1N/N=C/c1ccc([N+](=O)[O-])cc1
25	-10	Cc1noc(NS(=O)(=O)c2ccc(NC(=O)Nc3ccc(Cl)c(Cl)c3)cc2)c1C
-5	9	Cc1cc(=O)nc2c3ccccc3n(CC(=O)NCCCN3CCCC3=O)n12
-18	6	Cc1cc(C(=O)OC(C(=O)Nc2cccc(C(F)(F)F)c2)c2ccccc2)c(C)o1 (configuration not stated)
-12	14	CN(C)c1cccc(C(=O)OCc2cc(=O)oc3cc(O)ccc23)c1
-5	10	COc1cc(C)nc(NC(=O)NC(=O)c2ccc(C(F)(F)F)cc2)n1
-15	19	CCOC(=O)CC(C#N)c1c[nH]c2ccccc12 (configuration not stated)
-9	33	CC(Sc1ncnc2ccccc12)C(=O)Nc1ccc2c(c1)OCCO2 (configuration not stated)
29	10	CCOc1ccc(CN(C)c2ccc(S(=O)(=O)N3CCN(C)CC3)cc2[N+](=O)[O-])cc1OC
-20	0	CC(C)(C)c1ccc(CN(Cc2ccccc2)C(c2ccccn2)c2nnnn2C(C)(C)C)cc1 (configuration not stated)
-14	3	CCCCOC(=O)C1[C@H]2C(=O)N(c3ccccc3CC)C[C@]23C=C[C@H]1O3 (some centres not stated)
-17	9	COc1ccc(C(C(=O)NC2CCCC2)N(C(=O)c2snc(-c3ccc(F)cc3)c2N)c2ccccc2)cc1 (configuration not stated)
6	64*	O=S(=O)(Nc1c(O)ccc2ccccc12)c1ccccc1
-12	-1	COc1ccc(NC(=O)Nc2ccc3c(c2)C(=O)N([C@H](C)CO)C[C@H](C)[C@@H](CN(C)S(=O)(=O)c2ccc(OC)cc2)O3)cc1
-19	14	O=C(O)CCC(=O)Nc1ccccc1C(=O)Nc1ccccc1
8	-4	COCCCNC(=O)C1C2C=CC3(CN(Cc4ccc(C)cc4)C(=O)C13)O2 (configuration not stated)
-20	22	Clc1ccc(-n2ncc3c(NCc4ccco4)ncnc32)cc1
-15	8	CC(C)(O)C#Cc1ncc(C(F)(F)F)cc1Cl
-17	11	COc1ccc(S(=O)(=O)N2CCC3(CC2)OCCN3S(=O)(=O)c2ccc(OC)cc2)cc1
-24	23	COc1ccc(-c2cc(C3CCN(C(=O)OC(C)(C)C)CC3)[nH]n2)cc1
-16	12	O=C1N=C(N2CCN(c3cccc4ccccc34)CC2)S/C1=C/c1cccs1
-11	5	CCOC(=O)Nc1ccc(Cc2ccncc2)cc1
-24	19	Cc1sc2ncnc(SCC(=O)NCC(C)C)c2c1C
2	11	COc1cc2c(cc1O)C(Cc1ccc(O)cc1)NCC2 (configuration not stated)
-7	13	Cc1noc(C(=O)NCc2cccnc2)c1Cl
-3	11	Cc1cccc(NC(=O)c2cc3cc([N+](=O)[O-])ccc3s2)n1
-2	5	O=C(O)CCC(=O)NCC(=O)c1ccc(F)cc1
3	-9	Cc1cccc(NC(=O)CC2(CC(=O)O)CCCC2)c1
-17	36	O=C(/C=C/c1ccc2ccccc2n1)N1CCN(c2ccccc2)CC1
-24	17	COc1cc(CNCc2c[nH]c3ccccc23)cc(OC)c1
-13	22	CCC(C)NC(=O)C(=O)NCc1ccccn1 (configuration not stated)
-2	19	S=C(c1nc2ccccc2[nH]1)N1CCOCC1
3	44	CN(C)/C=C/C(=O)c1ccc(C(F)(F)F)cc1F
-18	6	O=C(Nc1ccccc1C(=O)NCCN1CCOCC1)c1ccco1
-12	18	COc1ccc(S(=O)(=O)NCc2cccnc2)cc1NC(=O)c1ccccc1

One compound at a time (already shown). Order of values: OX1R antag-1 | OX1R antag-2
Results for O=C(/C=C/c1ccc2ccccc2n1)N1CCN(c2ccccc2)CC1 → -17 | 36
Results for O=C(Nc1ccccc1C(=O)NCCN1CCOCC1)c1ccco1 → -18 | 6

Carrying on:
OX1R antag-1	OX1R antag-2	structure
-3	4	Cc1cc(NCCCn2ccnc2)n2nc(C)c(-c3ccccc3)c2n1
-26	-3	CC(=O)Oc1ccc(-c2csc(Nc3cccc(C)n3)n2)cc1
-4	6	Cc1cccc(C(=O)NCCC(=O)NCc2ccccc2Cl)c1
-17	8	CN(Cc1nc(-c2ccncc2)no1)S(=O)(=O)c1ccccc1
-42	3	O=C(c1cc(Sc2ccc(Cl)cc2)nc2ccccc12)N1CCN(c2ccccn2)CC1
-2	20	NC(=O)COC(=O)c1cc(Cl)cc(Cl)c1N
-8	13	CCOc1ccc(NC(=O)COC(=O)Cn2cnc3ccccc32)cc1
-17	0	CCCc1nc(SCC(=O)Nc2ccccc2)c2c(=O)n(C)c(=O)n(C)c2n1

Laid out differently: 2 of the compounds above.
compound	OX1R antag-1	OX1R antag-2
CN(Cc1nc(-c2ccncc2)no1)S(=O)(=O)c1ccccc1	-17	8
NC(=O)COC(=O)c1cc(Cl)cc(Cl)c1N	-2	20

More compounds
OX1R antag-1	OX1R antag-2	structure
-42	20	CC(=O)COC(=O)c1cc(-c2ccc(C)cc2)nc2ccccc12
4	10	CC(C)(C)C(=O)Nc1ccc(NC(=O)C(C)(C)C)cc1
-6	-9	CSc1nc(-c2cccs2)c(C#N)c(=O)[nH]1
-25	8	Cc1c(NC(=O)COC(=O)c2c3c(nc4ccccc24)CCCC3)c(=O)n(-c2ccccc2)n1C
-20	10	Cc1ccc2cc(CN(CC3CCCO3)C(=O)c3cccs3)c(=O)[nH]c2c1 (configuration not stated)
-11	15	O=C(NCc1ccccc1Cl)C(=O)NCC1OCCCN1S(=O)(=O)c1cccs1 (configuration not stated)
0	19	Cn1cnnc1SCC(=O)Nc1nc(-c2ccc(F)cc2)cs1
-4	4	COc1cccc(/C=C/C(=O)NNC(=O)c2cc(C)oc2C)c1
-10	8	COc1ccc(/C=C/C(=O)NC(C)C)cc1Br
-3	18	Cc1cc(C)n2nc(SCc3nnc(-c4ccc(F)cc4)o3)nc2n1
-19	4	O=C1N(Nc2ccccc2)C(c2ccc(Br)cc2)C12CCCCC2 (configuration not stated)
-10	12	O=C(COc1cccc(Br)c1)N/N=C1\CCCc2ccccc21
-12	15	COc1ccc(-c2cc(C(=O)OCC(=O)NC3CC3)c3ccccc3n2)cc1
-17	14	Cc1c(-c2ccccc2)c(=O)oc2ccc(O)cc12
-19	35	O=S(=O)(NC1CCCCC1Oc1ccccc1)c1ccccc1 (configuration not stated)
-23	15	COc1ccc2cc(C(=O)C3CCCN(C(=O)c4cccnc4)C3)ccc2c1 (configuration not stated)
-26	37	O=C(Cn1nc(-c2ccccc2)ccc1=O)Nc1ccc(N2CCN(C(=O)c3cccs3)CC2)cc1
-7	18	CC1S/C(=N/N=C/c2ccco2)NC1=O (configuration not stated)
-20	31	COCCN1C(=O)N[C@@H](CCc2ccccc2)[C@H](C(=O)OC)[C@H]1C
-5	55	CCCS(=O)(=O)c1cn2cccc(N)c2c1S(=O)(=O)CCC
-26	10	COc1ccc(-c2noc(CSc3ccc(C)cc3)n2)cc1
-23	11	COc1ccc(C)cc1Nc1n[n+](-c2ccccc2)c(-c2c(OC)ccc3ccccc23)s1
-10	13	Cc1cccc2sc(NNC(=O)c3ccc(S(=O)(=O)N4CC(C)CC(C)C4)cc3)nc12 (configuration not stated)
-19	21	Nc1ncnc2c1CCC2
-22	8	CC(C)C12CN(C(=O)c3ccccc3[N+](=O)[O-])CC(C(C)C)(CN(C(=O)c3ccccc3[N+](=O)[O-])C1)C2=O
-14	7	CC(C)(C)NCC(O)COc1ccccc1C(C)(C)C (configuration not stated)
-16	11	CSc1ncccc1C(=O)OCC(=O)Nc1cccc(S(=O)(=O)N2CCOCC2)c1
-17	13	COc1ccccc1NC(=O)N1CCN(c2cccc(C(F)(F)F)c2)CC1
-14	13	CC(=O)c1c(COC(=O)c2ccc(F)cc2)nc2ccccc2[n+]1[O-]
9	13	O=C(Nc1cc2c3c(c1)C1CCCC1CN3CC1CCCC21)c1ccccc1 (configuration not stated)
-25	17	COc1ccccc1/C=C/C(=O)NCCC1=CCCCC1
-8	8	C/C(=N\NC(=O)c1cccc(S(=O)(=O)N2CCCC2)c1)c1ccncc1
-6	29	N#C/C(=C(/O)c1ccccc1F)c1nc2cc(C(F)(F)F)ccc2s1
-26	14	COc1ccc(-n2nc(C(=O)NCCCN3CCCC3=O)c3c4ccccc4n(C)c3c2=O)cc1Cl
-14	-1	CCOC(=O)C1CCN(C(=O)CSc2nc3ncccc3[nH]2)CC1
-25	21	CCC(C)(C)NC(=O)C(c1ccc(C)o1)N(Cc1cccs1)C(=O)Cn1nnc2ccccc21 (configuration not stated)
-23	-1	CN1CCN(c2ccc(S(=O)(=O)N3CCCCC3)cc2NC(=O)CSCc2ccccc2)CC1
-14	27	O=C(O)c1ccc(N=NN2CCCC2)cc1
-21	12	CCCNC(=O)c1cc2nc(-c3ccccc3)cc(C(F)(F)F)n2n1
-22	9	O=C(CCC1CCCCC1)NCCS(=O)(=O)N1CCN(c2ccccc2)CC1
3	10	CSCCC(NC(=O)c1ccccc1Cl)C(=O)NCc1ccncc1 (configuration not stated)
-17	22	COc1ccccc1C(=O)N/C(=C\c1ccccc1)C(=O)NCc1ccco1
-25	15	Cc1cccc(Nc2ccccc2C(=O)OCC(=O)N(C)C2CCS(=O)(=O)C2)c1C (configuration not stated)
-30	-3	CCCCSCCCNC(=O)C1CCC(CNS(=O)(=O)c2ccccc2)CC1 (configuration not stated)
-18	25	CCN(C(=O)COC(=O)c1ccc(COc2ccc3c(C)cc(=O)oc3c2)cc1)C1CCS(=O)(=O)C1 (configuration not stated)
-21	6	Cc1ccc(C2(C)NC(=O)N(CC(=O)NC(=O)NCCC(C)C)C2=O)cc1 (configuration not stated)
-14	19	O=C1c2ccccc2C(O)(c2ccccc2)N1C1CC1 (configuration not stated)
2	2	O=C(Nc1nc(-c2ccccc2)c(-c2ccccc2)s1)c1ccc(S(=O)(=O)N2CCCC2)cc1

Seven structures out of the list, sorted by length of the SMILES, ascending:
OX1R antag-1	OX1R antag-2	structure
-15	19	CCOC(=O)CC(C#N)c1c[nH]c2ccccc12 (configuration not stated)
-25	17	COc1ccccc1/C=C/C(=O)NCCC1=CCCCC1
3	10	CSCCC(NC(=O)c1ccccc1Cl)C(=O)NCc1ccncc1 (configuration not stated)
-3	4	Cc1cc(NCCCn2ccnc2)n2nc(C)c(-c3ccccc3)c2n1
9	13	O=C(Nc1cc2c3c(c1)C1CCCC1CN3CC1CCCC21)c1ccccc1 (configuration not stated)
-42	3	O=C(c1cc(Sc2ccc(Cl)cc2)nc2ccccc12)N1CCN(c2ccccn2)CC1
-26	37	O=C(Cn1nc(-c2ccccc2)ccc1=O)Nc1ccc(N2CCN(C(=O)c3cccs3)CC2)cc1

Following part.
OX1R antag-1	OX1R antag-2	structure
-29	13	Cc1cc(C)c2nc(-c3cccnc3)cc(C(=O)Nc3ccc(S(=O)(=O)Nc4onc(C)c4C)cc3)c2c1
-9	11	Cc1cc(C(=O)COc2ccc(F)cc2Br)c(C)n1C
-26	11	COc1cc(C(=O)NC(=S)Nc2csc(-c3ccc(F)cc3)n2)cc(OC)c1OC
-13	18	COc1ccc(-c2csc(NC(=S)NC(=O)c3ccc4ccccc4c3)n2)cc1OC
-12	6	O=C(Cc1ccccc1[N+](=O)[O-])Nc1ccccc1C(=O)N1CCOCC1
-29	17	CC1=C(C(=O)OCc2ccccc2)C(c2ccccn2)c2c(n(C)c(=O)n(C)c2=O)N1 (configuration not stated)
-11	10	O=C(O)C1C2CCC(O2)C1C(=O)Nc1cccc(F)c1 (configuration not stated)

Taken from above:
Cc1cc(C)n2nc(SCc3nnc(-c4ccc(F)cc4)o3)nc2n1 | OX1R antag-2 = 18
Cn1nccc1NC(=O)Nc1cccc(Cl)c1Cl | OX1R antag-2 = 16

Compounds were not picked by outcome (roughly 2.1% active in at least one column).
